# CCR6 antagonist = antagonists of human CCR6 receptor; hit rate 0.49% among 340,000; AID 493098; inhibition, % at 20 µM; CHO-K1 CCR6 PathHunter beta-arrestin, luminescence, CCL20-stimulated;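 active means compounds whose inhibition of the agonist-driven luminescence signal at 20 µM reaches about 50%, limit read from the data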;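 further: cells stimulated with CCL20 at 14 nM final; plate controls were DMSO with CCL20 for no effect and DMSO without agonist for full effect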
# Gli-Sufu antag = blocks Gli-Sufu signaling in a luciferase reporter | Sufu-KO-LIGHT fibroblasts, Gli luciferase reporter luminescence | hit rate 0.74% among 340,000 | inhibition, % at 5 µM | AID 588413;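 active means inhibition above about 55%, limit read from the data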;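 further: 0% = DMSO-treated cells and 100% = wells with medium but no cells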
# UBC13 inh = human UBC13 polyubiquitination inhibition. AID 485273. hit rate 0.47% among 330,000. P61088. UBC13 polyubiquitin chain formation, TR-FRET. inhibition, % at 20 µM; in the data active means inhibition above about 45%, passing the limit was not always enough
# Target sequence (P61088 whole entry, looked up): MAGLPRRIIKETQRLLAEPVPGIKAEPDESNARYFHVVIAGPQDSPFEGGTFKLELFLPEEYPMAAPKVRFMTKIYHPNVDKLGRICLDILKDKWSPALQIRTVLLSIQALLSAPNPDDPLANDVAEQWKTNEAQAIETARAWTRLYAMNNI
# ATG4B inhibitor = ATG4B (human) cysteine protease inhibition; Q9Y4P1; ATG4B cleavage of LC3-PLA2, NBD-HPC fluorescence, 1 h; inhibition, % at 8.33 µM; hit rate 0.51% among 340,000; AID 504462; in the data active means inhibition above about 40%
# APJ antag = blocks the human apelin receptor APJ | AID 2521 | inhibition, % at 20 µM | CHO-K1 APJ beta-arrestin complementation, luminescence | hit rate 0.32% among 330,000 | P35414;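 active means inhibition above about 40% at 20 µM, limit read from the data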;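 further: cells challenged with 10 nM apelin-13 agonist together with compound; plate controls were apelin-13 plus DMSO wells for no effect and DMSO wells lacking apelin-13 for full effect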
# Target sequence (P35414 whole entry, looked up): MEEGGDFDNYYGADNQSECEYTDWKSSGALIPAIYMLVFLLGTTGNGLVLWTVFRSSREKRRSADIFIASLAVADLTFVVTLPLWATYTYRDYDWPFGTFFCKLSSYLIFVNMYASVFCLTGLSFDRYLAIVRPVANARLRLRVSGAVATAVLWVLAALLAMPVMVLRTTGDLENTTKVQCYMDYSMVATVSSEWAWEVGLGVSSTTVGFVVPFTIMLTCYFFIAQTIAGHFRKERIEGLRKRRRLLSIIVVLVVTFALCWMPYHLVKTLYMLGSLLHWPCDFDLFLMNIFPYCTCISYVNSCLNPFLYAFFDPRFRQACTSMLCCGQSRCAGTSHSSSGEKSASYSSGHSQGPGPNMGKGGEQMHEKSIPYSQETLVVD
# EBI2 block = antagonists of human EBI2 receptor; inhibition, % at 5 µM; P32249; EBI2 beta-arrestin recruitment, luminescence, 7a,25-OHC stimulated; hit rate 0.81% among 360,000; in the data active means inhibition above about 38%;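 further: enzyme fragment complementation signal reports receptor beta-arrestin coupling in cells; 0% = agonist plus DMSO wells and 100% = wells without agonist; some results beyond the cut were filed as inactive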
# Target sequence (P32249 whole entry, looked up, the tested form may be a part): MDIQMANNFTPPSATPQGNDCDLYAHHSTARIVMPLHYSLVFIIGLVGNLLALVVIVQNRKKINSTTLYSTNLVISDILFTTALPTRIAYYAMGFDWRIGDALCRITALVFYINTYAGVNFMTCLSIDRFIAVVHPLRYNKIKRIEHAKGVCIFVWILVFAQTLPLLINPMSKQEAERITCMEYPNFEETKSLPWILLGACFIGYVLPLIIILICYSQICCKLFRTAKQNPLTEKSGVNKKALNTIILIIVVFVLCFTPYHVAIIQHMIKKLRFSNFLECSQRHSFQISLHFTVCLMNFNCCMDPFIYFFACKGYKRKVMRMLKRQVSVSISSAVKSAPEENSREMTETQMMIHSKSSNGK
# CXCR6 block = inhibitors of human CXCR6 receptor. hit rate 0.36% among 360,000. CHO-K1 PathHunter CXCR6 beta-arrestin, luminescence. O00574. inhibition, % at 20 µM; in the data active means inhibition above about 34%, passing the limit was not always enough;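 further: antagonist mode with CXCL16 agonist at 10 nM final; 0% = 10 nM CXCL16 with DMSO and 100% = unstimulated wells without agonist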
# APJ ag = APJ receptor agonism. activation, % at 20 µM. hit rate 0.11% among 330,000. CHO-K1 APJ PathHunter beta-arrestin, luminescence; 0% DMSO wells, 100% apelin;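 active means activation more than six SD over the plate average, tested at 20 µM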;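 further: 0% = DMSO alone and 100% = apelin-13 at 10 nM; some results filed as inactive read as strong as hits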
#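 Assay system: engineered CHO-K1 APJ arrestin reporter cells; Amount: 1000 CHO-K1 reporter cells seeded per well; Dosing: one dose, 20 µM compound, 1% DMSO; Times: compound stimulation 90 min at 25 °C, detection 60 min; Measured by: luminescent beta-gal fragment complementation, chemiluminescent substrate; Read-out: APJ–arrestin association signal; Controls: DMSO vs Apelin-13 10 nM.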
# Active calls of the source: *; . = no result given.
# Sample of the layout, six compounds:
SMILES,CCR6 antagonist,Gli-Sufu antag,UBC13 inh,ATG4B inhibitor,APJ antag,EBI2 block,CXCR6 block,APJ ag
CC(NS(=O)(=O)c1ccc(N)cc1)C1CC2CCC1C2 (centres undefined),7,-8,3,4,5,-8,-8,0
O=C(CCn1cnnn1)N1CCCC(Nc2ccc(F)cc2)C1 (centres undefined),17,2,2,14,-3,-6,2,5
Cc1noc(C)c1C(=O)NC1=NCCS1,-2,-16,-5,0,10,-13,7,-2
O=C1Nc2c(c(=O)[nH]c(=O)n2-c2ccc(F)cc2)C1(NS(=O)(=O)c1ccccc1)C(F)(F)F (centres undefined),-4,-2,-4,3,13,0,-3,0
O=C(Oc1ccc(Br)cc1)c1n[nH]c(=O)c2ccccc12,10,19,3,5,-2,6,9,-2
O=C1CCCC2=C1C(c1ccco1)Nc1ccc3ccccc3c12 (centres undefined),16,12,0,8,-2,-9,8,-2

# Main list, from the first entry:
SMILES,CCR6 antagonist,Gli-Sufu antag,UBC13 inh,ATG4B inhibitor,APJ antag,EBI2 block,CXCR6 block,APJ ag
CC(NS(=O)(=O)c1ccc(N)cc1)C1CC2CCC1C2 (centres undefined),7,-8,3,4,5,-8,-8,0
O=C(CCn1cnnn1)N1CCCC(Nc2ccc(F)cc2)C1 (centres undefined),17,2,2,14,-3,-6,2,5
Cc1noc(C)c1C(=O)NC1=NCCS1,-2,-16,-5,0,10,-13,7,-2
O=C1Nc2c(c(=O)[nH]c(=O)n2-c2ccc(F)cc2)C1(NS(=O)(=O)c1ccccc1)C(F)(F)F (centres undefined),-4,-2,-4,3,13,0,-3,0
O=C(Oc1ccc(Br)cc1)c1n[nH]c(=O)c2ccccc12,10,19,3,5,-2,6,9,-2
O=C1CCCC2=C1C(c1ccco1)Nc1ccc3ccccc3c12 (centres undefined),16,12,0,8,-2,-9,8,-2
O=S(=O)(NC1CCCC1)c1ccccc1Cl,-3,-12,-1,0,10,0,5,-1
COC(=O)c1ccc(NC(=O)Cn2nc(SC)n(N)c2=S)cc1,3,-7,1,7,-15,7,1,-6
O=C1/C(=C/c2ccncc2)SC(=S)N1N1CCOCC1,-5,2,-2,2,-7,9,-7,-1
COc1cccc(-n2cc3c(=O)n(C)c(=O)n(C)c3c2)c1,26,-3,-7,-16,5,-4,-9,-5
Cc1cc(C(=O)CSc2nnc(-c3cccs3)n2Cc2ccccc2)c(C)n1C,18,-6,-9,32,7,10,6,-3
CCOc1ccc(/C=N/Nc2nc(N3CCCC3)nc(N3CCCC3)n2)cc1OC,-2,6,-10,-11,-8,7,-6,-1
CNCC(O)c1ccc(OC(=O)C(C)(C)C)c(OC(=O)C(C)(C)C)c1 (centres undefined),8,-3,17,6,6,-5,1,6
CCN(CC)C(=O)C(Sc1nnnn1-c1ccc(O)cc1)c1ccccc1 (centres undefined),17,2,2,-4,-5,11,2,-1
O=C(c1ccc(NS(=O)(=O)c2cccc(F)c2)cc1)N1CCCCC1,-4,10,5,-5,-6,-4,-3,-3
O=C(NCCCCc1ccccc1)c1cccc(NC(=O)C2CCCCC2)c1,14,-6,.,.,.,17,2,.
O=C(CNC(=O)c1ccco1)Nc1ccc(Cl)cc1,12,-10,-1,-1,14,6,0,-2
COc1ccc(OCc2cc(C(=O)NCC(C)Oc3cccnc3)no2)c(Cl)c1 (centres undefined),13,-13,17,-10,-3,14,-6,-3
CN(C)c1oc(COc2ccccc2F)nc1C#N,-6,-10,-7,-4,13,-2,0,-1
O=C(NC(c1ccc(Cl)cc1)c1c(O)ccc2ccccc12)c1ccccc1 (centres undefined),12,-3,.,1,.,8,-8,.
CC(=O)c1c(Nc2ccccc2)sc(C(=O)c2ccccc2)c1C,17,-1,5,28,13,13,0,-2
CCOC(=O)c1ccc(NC(=O)CC2C(=O)N(c3ccc(F)cc3)C(=O)N2CCC(C)C)cc1 (centres undefined),15,4,2,-8,-7,12,12,0
CCCOc1ccc(/C=C/C(=O)Nc2ccc([N+](=O)[O-])cc2)cc1,20,-9,-19,-5,4,9,16,0
c1ccc(-c2nnc(SCC3CCCCO3)nc2-c2ccccc2)cc1 (centres undefined),23,9,2,11,6,9,8,-2
CN(c1ccccc1)S(=O)(=O)c1cccc(NC(=O)CSc2ncn[nH]2)c1,19,21,-12,29,-29,-8,-6,2

# More structures follow.
SMILES,CCR6 antagonist,Gli-Sufu antag,UBC13 inh,ATG4B inhibitor,APJ antag,EBI2 block,CXCR6 block,APJ ag
Oc1ccc(C(=S)N2CCCC2)cc1,9,3,-6,-2,-15,2,6,-3
O=S(=O)(c1ccc2c(c1)OCCO2)N1CCC(n2nnc3cc(C(F)(F)F)ccc32)CC1,14,16,-4,-17,-7,15,-4,-6
COC(=O)C(C(=O)OC)C(C[N+](=O)[O-])c1ccc(OC)cc1 (centres undefined),-2,-4,-8,-8,4,-10,4,-1
CCCCCCCCNC(=O)/C(C#N)=C/c1ccc2c(c1)OCCO2,-2,-2,-9,1,-8,-5,-4,-3
N/C(=N\OC(=O)Cc1cccs1)c1ccccc1,1,-49,1,0,14,3,0,-2
Cc1ccc(/C=N/n2c(-c3cccc(Cl)c3)n[nH]c2=S)o1,-6,1,-15,1,-3,3,4,1
CN1CCN(C(=O)c2ccc(N3CCCC3=O)cc2)CC1,5,60*,1,-2,-12,-2,-3,-2
CCOc1ccc(-c2cc(C(=O)N3CCN(C)CC3)c3ccccc3n2)cc1,-10,-38,21,2,-3,3,-11,-1
O=C(O)c1ccc(OCCn2ccnc2)cc1,-4,-6,-12,-10,9,4,4,-1
O=C(c1ccco1)N1CCN(C(=O)c2cccc3c2C(=O)N(C2CCCCC2)C3)CC1,7,-6,6,1,-2,1,-2,-1
CC[n+]1c(P(=O)([O-])c2ccccc2)[nH]c2ccccc21,2,2,0,1,21,-1,-6,3
COc1ccc(Cl)c(NC(=O)NCCN2CCN(c3ccccc3)CC2)c1,19,13,0,-5,10,-4,1,-5
C(=N\Nc1nc(Nc2ccccc2)nc(Nc2ccccc2)n1)/c1cccnc1,2,3,38,8,-4,6,-4,7
O=C(NCC1CCCO1)c1cc(Br)c(Br)s1 (centres undefined),12,-4,12,2,1,-1,-8,-5
COc1ccc(Cn2c(=O)c3cccnc3n(Cc3ccc([N+](=O)[O-])cc3)c2=O)cc1,24,0,-1,0,-10,47*,13,-2
Cc1ccc2sc(-c3ccc(NC(=O)c4cc(-n5cnnc5)ccc4Cl)cc3)nc2c1,2,-49,8,-11,2,31,-11,4
CSc1ccc(CN2CCc3c([nH]c4ccccc34)C2)cc1,-10,9,9,8,-17,-1,-10,5
Cc1ccc(Cl)cc1NC(=O)c1ocnc1C,-5,1,2,4,0,-3,-8,-3
CC(C)NC(=O)CSc1nc2ccccc2n1CC(=O)N1CCc2ccccc21,-14,4,0,-5,0,1,3,0
CC1CCN(S(=O)(=O)c2cn(C)c(=O)n(C)c2=O)CC1,10,1,-11,-1,-2,3,-3,-3
Cc1ccc2nc(-c3ccc(SCC(=O)Nc4nc(C)cs4)nc3)[nH]c2c1,-7,-103,-15,20,-8,11,3,0
Fc1cccc(Cl)c1Cn1nnc(-c2ccc(N3CCOCC3)cc2)n1,21,-10,10,1,1,4,-7,-1
COc1cccc(CNCCO)c1OCc1ccccc1,13,2,3,3,0,5,5,-4
COc1ccccc1C1/C(=C(/O)c2ccc(C)cc2)C(=O)C(=O)N1CCN1CCOCC1 (centres undefined),4,-19,-19,-12,-6,-1,-6,-3
Cc1ccc(C(=O)CSc2ncnc3sc4c(c23)CCC(C)C4)cc1 (centres undefined),0,-4,.,5,.,1,1,.

# The listing continues.
SMILES,CCR6 antagonist,Gli-Sufu antag,UBC13 inh,ATG4B inhibitor,APJ antag,EBI2 block,CXCR6 block,APJ ag
Cc1oc(CSCC2CCCO2)cc1C(=O)O (centres undefined),6,-3,-4,4,12,-9,0,-3
Cc1cccc(NC(=O)/C(C#N)=C/c2ccc(F)cc2)n1,-11,4,6,-5,-1,0,1,1
C/C(N)=C(/C#N)C(=O)CSc1nc2cc(Cl)ccc2s1,7,46,-8,-6,-25,4,2,0
O=C(O)CSc1nnc(C2CC2)n1-c1ccccc1,-5,4,-2,-11,4,-6,4,-2
COc1cc(C=c2c3ccccc3n3c2cc(-c2ccccc2)[n+]3C)cc(OC)c1OC,-14,14,.,2,.,-23,-13,.
O=[N+]([O-])c1cc([N+](=O)[O-])c(Oc2c(F)cc(F)cc2F)cc1NN1CCCCC1,17,1,-10,4,-28,4,10,-3
O=C(/C=C/c1ccccc1)N/C(=C/c1ccccc1)C(=O)N1CCOCC1,-4,1,-15,-2,2,-11,-5,0
CCCCSc1nc(O)c(C2OC(=O)c3c2ccc(OC)c3OC)c(=O)n1C (centres undefined),6,-14,-17,1,-13,4,7,22
COc1cc(NC(=O)c2sc3ncn(CC(=O)N4CCCCC4)c(=O)c3c2C)cc(OC)c1OC,12,16,-9,-9,-1,6,-9,-4
COc1ccc(CNC(=O)CCn2c(=O)oc3ccccc32)cc1,-4,9,2,1,5,4,3,-15
COc1ccc(NS(=O)(=O)c2cccs2)cn1,-4,0,-7,2,-9,-19,-10,-2
CCOC(=O)c1c(NC(=O)CSc2nnc(-c3ccncc3)n2Cc2ccco2)sc(C)c1C,6,-6,7,19,7,6,7,2
Cn1cccc1C(=O)NNC(=O)COc1ccc(C#N)cc1,-6,1,4,-5,5,11,-4,-3
Cc1ccc(NC(=O)CN(C)C(=O)c2cc(-c3ccco3)nc3ccccc23)cc1,7,-7,2,5,17,-4,18,-5
O=C(CN1CCN(c2ccc(F)cc2)CC1)Nc1nccs1,11,24,8,1,20,-2,0,-2
CCC(C)c1ccc(N(CC(=O)NC(C)(C)C)C(=O)CNC(=O)c2cccs2)cc1 (centres undefined),8,-19,-8,-1,-3,-14,-1,-3
Cn1c(NN)nc2sc3c(c2c1=O)CC(C)(C)OC3,29,0,-9,-7,4,4,-2,-6
CCOc1cccc(/C=N/NC(=S)Nc2ccccc2[N+](=O)[O-])c1O,19,54,-33,3,23,10,17,-12
CCCCn1nnc(NC(=O)c2cc3ccccc3o2)n1,-21,5,2,1,-8,13,-24,-3
Cc1cc(=O)n2nc(-c3ccccc3)sc2n1,-3,-42,-6,-2,-5,-1,-4,-1
Cc1ccc(C(=O)CC(=O)c2cc(Cl)ccc2O)cc1,44,-43,2,46*,-3,14,39,-3
COc1ccc(S(=O)(=O)Nc2cccc(SC)c2)cc1C(=O)N1CCOCC1,7,-28,11,-3,-1,-4,-15,-2
Cc1ccc(-c2csc3nc[nH]c(=O)c23)cc1,-2,2,7,1,10,-11,2,-4
Cc1ccnc(NS(=O)(=O)c2ccc(NS(=O)(=O)Cc3ccccc3)cc2)n1,-12,-14,5,-3,14,-6,-2,0
COc1ccc(N2CCN(C(=O)CCCCn3c(=O)[nH]c4ccsc4c3=O)CC2)cc1,10,-7,24,-6,11,-10,-10,1

# (continued)
SMILES,CCR6 antagonist,Gli-Sufu antag,UBC13 inh,ATG4B inhibitor,APJ antag,EBI2 block,CXCR6 block,APJ ag
CCCCn1c(N)c(N(CCOC)C(=O)CSCc2ccc(Cl)c(Cl)c2)c(=O)[nH]c1=O,-1,-9,2,-2,13,-10,-5,-3
CCCn1c(=N)n(CC(=O)c2ccc(Cl)c(Cl)c2)c2ccccc21,20,12,24,2,0,27,7,1
O=C(Cn1cncn1)N/N=C/c1cccc(Cl)c1,6,-3,4,1,16,18,5,-4
COc1c(-c2ccc(O)cc2)oc2cc(O)cc(O)c2c1=O,0,3,7,-33,-25,5,0,-3
O=C(NCc1ccc(Cl)cc1)c1ccc(CNc2c(N3CCOCC3)c(=O)c2=O)cc1,-1,-6,4,4,-11,-10,1,-1
COc1ccc(NC(=O)Oc2cc(C)ccc2C(C)C)cc1,4,1,4,5,-10,-8,-6,-1
CCOC(=O)CNC(=O)Cn1cnc2c(nnn2-c2cccc(Cl)c2)c1=O,-3,-7,4,3,0,1,1,1
